NF-kB neuron act: NF-kB expression increase, human neuronal cells. 1.6% of 190,000 active. fold change at 12.5 µM. NF-kB reporter expression; hits give high values; in the data active = fold change above about 3.3
APP 5UTR inh: APP translation inhibition. SH-SY5Y APP 5'UTR-luciferase reporter, luminescence. 0.82% of 190,000 active. inhibition, % at 2 µM. AID 1285;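 active = inhibition above a set limit, derived from the sample mean plus 3 SD, cut at about 45% in these data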; also: values of inactives mirror those of a sister screen read the other way
APP 5'UTR act: activates APP 5'UTR luciferase reporter; SH-SY5Y APP 5'UTR luciferase reporter, luminescence; zero percent = DMSO vehicle wells; activation, % at 2 µM; 1% of 190,000 active;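 active = activation above a set limit, based on mean plus 3 SD of controls, cut at about 140% in these data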; also: values of inactives mirror those of a sister screen read the other way
FLuc act counter: firefly luciferase counter-screen for stimulation assays; ATPlite luciferase biochemical, luminescence, 10 min; 0 = ATP-free wells, 1 = DMSO control; activation factor at 10 µM; 200,000 tested, under 10 active;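 active = luciferase activation factor, scaled between plate controls, of at least 2 with compound at 10 µM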
Target sequence (P08659 whole entry, looked up): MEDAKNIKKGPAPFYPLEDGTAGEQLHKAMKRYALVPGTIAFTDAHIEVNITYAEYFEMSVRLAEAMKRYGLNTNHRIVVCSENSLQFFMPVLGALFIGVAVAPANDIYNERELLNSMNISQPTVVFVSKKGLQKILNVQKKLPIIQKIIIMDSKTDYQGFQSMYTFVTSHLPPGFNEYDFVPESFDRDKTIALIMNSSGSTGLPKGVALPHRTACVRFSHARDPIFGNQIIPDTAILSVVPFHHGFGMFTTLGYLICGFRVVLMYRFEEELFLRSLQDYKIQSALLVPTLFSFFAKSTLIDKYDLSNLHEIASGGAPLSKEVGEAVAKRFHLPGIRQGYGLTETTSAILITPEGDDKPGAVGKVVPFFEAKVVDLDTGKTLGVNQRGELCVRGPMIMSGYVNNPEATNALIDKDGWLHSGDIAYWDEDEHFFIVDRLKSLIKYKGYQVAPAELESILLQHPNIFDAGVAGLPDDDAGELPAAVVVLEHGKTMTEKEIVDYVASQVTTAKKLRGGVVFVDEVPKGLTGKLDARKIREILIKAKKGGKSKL
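Material: luciferase plus luciferin reagent, cell-free. Medium: PBS buffer for ATP. Also added: ATP substrate, dispensed from a 10.24 µM working solution in PBS. Doses: test compounds dosed from 2 mM stocks in 100% DMSO. Incubation: 10 min post-reagent at room temperature. Technique: light output (luminescence). Read-out basis: luminescence gain marking luciferase activators.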
ROMK primary: modulates human ROMK potassium channel activity; Tet-inducible ROMK, thallium flux fluorescence; actives lie on both sides; B-score at 10 µM; 2% of 130,000 active; AID 1918;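 active = signal ratio slope over the read window, or its plate-corrected B-score, at least 3 SD from the plate mean, either direction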;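 also: B-score of the F/F0 ratio slope over 7 to 12 s after thallium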
STAT3 activator: STAT3 signaling activation; U3A cells, IL-6 STAT3-luciferase reporter, luminescence; 100% = signal with IL-6 EC80 alone; activation (% of control), % at 5.6 µM; 0.91% of 190,000 active; AID 871;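 active = activation above the screen-wide mean of compound activation plus 3 SD, cut at about 130% in these data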;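 also: 0% = background luminescence of wells with medium and substrate only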
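Material: human STAT1-deficient U3A cells with stable STAT3-luciferase reporter / Probe or stimulus: IL-6 stimulus at 33 ng/mL final / Schedule: 1 h compound pre-exposure, 6 h IL-6 stimulation, 37 °C / Technique: luminescence / Read-out basis: percent of IL-6-only median luminescence / Control set: IL-6-only high control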
STAT3 inh: inhibitors of IL-6 induced STAT3 signaling | U3A cells, IL-6 STAT3-luciferase reporter, luminescence; host cell line lacks STAT1 | inhibition, % at 5.5 µM | 0.89% of 190,000 active | AID 862;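 active = inhibition above the mean inhibition across all screened compounds plus 3 SD, cut at about 44% in these data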;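 also: 0% = DMSO only wells and 100% = 100 µM nifuroxazide control wells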
FLuc inh counter: inhibits firefly luciferase, flagging false hits in luciferase inhibition screens; P08659; ATPLite firefly luciferase biochemical luminescence, 10 min; inhibition, % at 10 µM; 1.5% of 200,000 active; AID 1006;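 active = inhibition above about 50% when tested at 10 µM, limit read from the data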
STAT1 activator: activators of IFN-gamma induced STAT1 signaling. NIH 3T3 STAT1-luciferase reporter, luminescence; 100% = IFN-gamma alone, no compound. activation (% of control), % at 5.5 µM. 2.6% of 200,000 active;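 active = activation above the screen-wide mean activation plus 3 SD, cut at about 130% in these data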;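 also: raw ratio to IFN-gamma control signal so 100% means no change and 0% no light; values of inactives mirror those of a sister screen read the other way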
STAT1 blocker: reduces IFN-gamma driven STAT1 reporter signal | NIH 3T3 STAT1-luciferase reporter, luminescence | inhibition, % at 5.5 µM | 0.35% of 200,000 active | AID 920;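 active = inhibition above a set limit, the mean inhibition across all tested compounds plus 3 SD, cut at about 34% in these data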;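 also: 0% = IFN-gamma with DMSO and 100% = IFN-gamma with 300 µM nifuroxazide; values of inactives mirror those of a sister screen read the other way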
An asterisk follows results filed as active; . = no result given. Rows are unselected. About 7.1% of those tested had a hit in this group.

SMILES	NF-kB neuron act	APP 5UTR inh	APP 5'UTR act	FLuc act counter	ROMK primary	STAT3 activator	STAT3 inh	FLuc inh counter	STAT1 activator	STAT1 blocker
CCOC(=O)Cc1csc(NC(=S)NC(=O)c2ccc(C)cc2)n1	0.7	26	-26	0.2	.	82	17	80*	92	9
O=[N+]([O-])c1ccc(Cl)c(CN2CCC(O)CC2)c1	1.3	16	-16	1	-0.44	102	-2	-1	94	6
CC1CCCCN1C(=O)c1cc(Cl)ccc1[N+](=O)[O-] (configuration not stated)	0.94	-3	3	1	0.19	102	1	-4	104	-4
CCc1cccc(Nc2cc(C)nc3nc(C)nn23)c1	1	4	-4	1	.	94	8	2	103	-2
CCCc1c(C(=O)OCC)sc(N)c1C#N	1	8	-8	1.1	0.72	104	-2	-6	101	-2
CC(C)(C)N=C1SCC(C)(/C=N/O)S1 (configuration not stated)	0.95	5	-5	1	.	104	-4	-4	96	5
CCn1c(SCC(=O)Nc2ccc3c(c2)OCCO3)nc2c(c1=O)SC(C)C2 (configuration not stated)	0.64	4	-4	1	.	95	9	-2	92	9
CC(=O)Nc1ccc(S(=O)(=O)N2CCSC2c2ccccc2Cl)cc1 (configuration not stated)	0.9	-5	5	1	.	105	-2	-3	92	9
Cc1ccc(CC(=O)N/N=C/c2ccc(OC(=O)c3ccc([N+](=O)[O-])cc3)cc2)cc1	1.2	-5	5	1.1	0.05	99	2	-7	90	11
CCOC(=O)c1[nH]c2ccccc2c1NC(=O)CN1CCCCC1	0.84	3	-3	1	.	102	6	-4	102	-2
C=CCN1C(=O)C(O)=C(C(C)=O)C1c1ccccc1F (configuration not stated)	1.1	-24	24	1.1	.	93	13	-11	92	10
CC(C)CNC(=O)COC(=O)Cc1ccc(Cl)cc1	1.2	-2	2	1.1	-0.077	99	6	-6	97	0

Full records, quoted from the list. Screens in order: NF-kB neuron act, APP 5UTR inh, APP 5'UTR act, FLuc act counter, ROMK primary, STAT3 activator, STAT3 inh, FLuc inh counter, STAT1 activator, STAT1 blocker
CCCc1c(C(=O)OCC)sc(N)c1C#N across the screens: 1, 8, -8, 1.1, 0.72, 104, -2, -6, 101, -2
C=CCN1C(=O)C(O)=C(C(C)=O)C1c1ccccc1F (configuration not stated) across the screens: 1.1, -24, 24, 1.1, ., 93, 13, -11, 92, 10

(cont.)
SMILES	NF-kB neuron act	APP 5UTR inh	APP 5'UTR act	FLuc act counter	ROMK primary	STAT3 activator	STAT3 inh	FLuc inh counter	STAT1 activator	STAT1 blocker
COC(=O)c1ccc(S(=O)(=O)N2CCCCCC2)cc1	0.95	-10	11	1.1	.	108	-3	-6	107	-7
CCC(C)c1ccc(NC(=S)Nc2ccc(OC)c(OC)c2)cc1 (configuration not stated)	0.6	.	.	1.1	.	87	22	-7	98	2
CC(C)(C)OC(=O)N1CCC[C@H]1c1nnc(SCc2ccc(Cl)cc2Cl)o1	0.78	.	.	1.1	.	98	9	-7	101	-1
CCOC(=O)c1sc(NC(=O)CCC(=O)O)nc1C	1.2	-5	5	1	0.012	101	2	-1	104	-6
Cc1ccc(Cl)c2c1NC(=O)C2(O)CC(=O)c1ccc(Br)cc1 (configuration not stated)	0.98	22	-22	1	-0.31	109	-11	3	109	-6
CO/C(N)=C(\C#N)N=Cc1ccccc1Cl	1.6	6	-6	0.9	-0.27	98	14	8	128	-32
Cc1nc(-c2cccc(S(=O)(=O)N3CCCC(C)C3)c2)cs1 (configuration not stated)	0.95	-4	4	1	.	94	9	1	95	6
CC(C)n1c(CNC(=O)c2ccccc2)nc2ccccc21	0.8	14	-15	1.1	.	90	18	-10	99	2
CCc1ccc(-c2csc3ncn(CC)c(=O)c23)cc1	0.87	-4	5	1.1	-1	91	14	-7	105	-7
CN(C)c1ccc(NC(=O)C2CCCN(S(=O)(=O)c3ccccc3)C2)cc1 (configuration not stated)	0.93	-36	36	1	-0.017	103	0	-1	98	0
OCC#CCSc1nnc(-c2ccccc2Br)o1	1.3	-23	23	1	.	96	9	2	111	-12
O=[N+]([O-])c1ccccc1CNC1CCCCCC1	1.2	-3	3	1	-1	101	6	-5	108	-11

Some entries already given, limited to FLuc inh counter, STAT1 blocker and ROMK primary.
SMILES,FLuc inh counter,STAT1 blocker,ROMK primary
CCc1ccc(-c2csc3ncn(CC)c(=O)c23)cc1,-7,-7,-1
CN(C)c1ccc(NC(=O)C2CCCN(S(=O)(=O)c3ccccc3)C2)cc1 (configuration not stated),-1,0,-0.017
OCC#CCSc1nnc(-c2ccccc2Br)o1,2,-12,.
O=[N+]([O-])c1ccccc1CNC1CCCCCC1,-5,-11,-1

Remaining list, next part.
SMILES	NF-kB neuron act	APP 5UTR inh	APP 5'UTR act	FLuc act counter	ROMK primary	STAT3 activator	STAT3 inh	FLuc inh counter	STAT1 activator	STAT1 blocker
CCOC(=O)C(=Nc1ccccc1)NO	1.1	-7	7	1.1	-0.28	99	2	-7	100	0
O=C(Oc1ccc(-c2cnc3ccccc3n2)cc1)c1ccc(Cl)c([N+](=O)[O-])c1	1.8	-138	138*	1	.	98	10	-2	125	-27
N/C(=N\OC(=O)CCC(=O)O)c1ncc(C(F)(F)F)cc1Cl	1.1	-3	3	1	0.62	99	4	-3	102	-4
CCOc1ccc(S(=O)(=O)NCCSCc2ccco2)cc1	1.1	6	-6	1.1	-1.4	103	2	-6	99	1

Some of these compounds in order of the APP 5UTR inh value, low to high.
smiles	APP 5UTR inh
O=C(Oc1ccc(-c2cnc3ccccc3n2)cc1)c1ccc(Cl)c([N+](=O)[O-])c1	-138
N/C(=N\OC(=O)CCC(=O)O)c1ncc(C(F)(F)F)cc1Cl	-3
CCOc1ccc(S(=O)(=O)NCCSCc2ccco2)cc1	6

Random excerpt: 2 records from the list
SMILES	NF-kB neuron act	APP 5UTR inh	APP 5'UTR act	FLuc act counter	ROMK primary	STAT3 activator	STAT3 inh	FLuc inh counter	STAT1 activator	STAT1 blocker
O=C(Oc1ccc(-c2cnc3ccccc3n2)cc1)c1ccc(Cl)c([N+](=O)[O-])c1	1.8	-138	138*	1	.	98	10	-2	125	-27
CCOc1ccc(S(=O)(=O)NCCSCc2ccco2)cc1	1.1	6	-6	1.1	-1.4	103	2	-6	99	1
